ASAP1 GAP inh: inhibitors of human ASAP1 ArfGAP activity, primary screen, biochemical, fluorescence polarization; 0.19% of 360,000 active; AID 624377, 2012; inhibition, % at 16.5 µM; ASAP1-stimulated ARF1 GTP hydrolysis, GDP FP detection; in the data active = inhibition above about 25%;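 also: 0% = vehicle with enzyme and substrate and 100% = no enzyme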
NPR1 activator: GC-A stimulated cGMP production enhancers – HEK293 GC-A cells, cGMP TR-FRET, EC30 ANP, primary screen. Atrial natriuretic peptide receptor 1 (Homo sapiens), P16066. 0% at EC30 ANP, 100% saturating ANP. activation, % at 10 µM. 0.14% of 370,000 active; in the data active = activation above about 40%
sPLA2-III inh: human group III sPLA2 inhibitors, primary screen, biochemical, QFRET, BODIPY PC-A2 liposome substrate. Group 3 secretory phospholipase A2 (Homo sapiens), Q9NZ20. QFRET BODIPY PC-A2 liposome hydrolysis, fluorescence. AID 743126, 2013. 0.56% of 370,000 active. inhibition, % at 12.2 µM;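 active = inhibition above mean plus 3 SD of compounds lying within the high and low control bounds, cut at about 19% in these data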;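 also: 0% = median of test compound wells and 100% = no enzyme DMSO wells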
Target sequence (Q9NZ20 whole entry, looked up): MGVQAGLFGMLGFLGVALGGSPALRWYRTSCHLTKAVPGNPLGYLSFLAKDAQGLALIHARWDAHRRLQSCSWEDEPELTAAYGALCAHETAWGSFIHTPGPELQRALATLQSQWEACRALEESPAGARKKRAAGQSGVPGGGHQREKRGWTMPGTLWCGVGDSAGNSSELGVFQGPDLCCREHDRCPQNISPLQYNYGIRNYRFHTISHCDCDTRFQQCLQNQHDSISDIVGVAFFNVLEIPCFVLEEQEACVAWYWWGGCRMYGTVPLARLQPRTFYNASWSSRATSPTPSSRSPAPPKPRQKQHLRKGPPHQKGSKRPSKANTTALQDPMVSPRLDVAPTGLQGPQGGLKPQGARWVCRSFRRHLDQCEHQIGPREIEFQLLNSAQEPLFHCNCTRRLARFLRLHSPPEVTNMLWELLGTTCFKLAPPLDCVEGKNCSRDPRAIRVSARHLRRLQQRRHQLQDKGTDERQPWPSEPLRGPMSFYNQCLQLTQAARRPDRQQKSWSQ
KLK7 zymogen act: proKLK7 zymogen activators, primary screen, biochemical, fluorescence intensity; purified proKLK7, EDANS-DABCYL substrate fluorescence; 100% is mature enzyme control, 0% vehicle; activation, % at 7 µM; AID 652039, 2013; 0.9% of 370,000 active; Kallikrein-7 (Homo sapiens), P49862;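 active = activation above the mean of all tested compounds plus 3 SD, computed per campaign excluding outliers beyond control limits, cut at about 13% in these data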
Target sequence (P49862 whole entry, looked up): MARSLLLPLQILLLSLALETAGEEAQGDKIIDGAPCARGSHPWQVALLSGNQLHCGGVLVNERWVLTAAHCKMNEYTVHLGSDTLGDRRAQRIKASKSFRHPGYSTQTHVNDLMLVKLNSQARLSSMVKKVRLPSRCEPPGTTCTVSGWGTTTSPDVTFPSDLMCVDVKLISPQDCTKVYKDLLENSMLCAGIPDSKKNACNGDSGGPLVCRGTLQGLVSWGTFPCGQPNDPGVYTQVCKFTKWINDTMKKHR
rCAG RNA binder: binders of r(CAG) RNA repeats, primary screen, biochemical, fluorescence; r(CAG) RNA repeat, TO-PRO-1 dye displacement fluorescence; inhibition, % at 3 µM; 1.3% of 370,000 active; AID 651821, 2012;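 active = inhibition above the plate cutoff, the mean of all test compounds on that plate plus 3 SD, cut at about 35% in these data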;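 also: 0% = DMSO alone and 100% = 100 µM mitoxantrone as full dye displacement; higher means more dye released from RNA so lower well fluorescence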
GC-B act: human GC-B receptor activators, primary screen, HEK293 GC-B cells, cGMP TR-FRET, EC30 CNP; Atrial natriuretic peptide receptor 2 (Homo sapiens), P20594; 0% at EC30 CNP, 100% saturating CNP; activation, % at 10 µM; 0.11% of 370,000 active;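 active = activation at 10 µM reaching about 35% in either raw or pattern-adjusted values, limit read from the data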
Tn6 DDE FP: inhibitors of Tn6 peptide binding to fibrin DD(E), primary screen, biochemical, fluorescence polarization, human fibrin, Tn6 probe; Fibrin DD(E) TRITC-Tn6 fluorescence polarization displacement; inhibition, % at 8.3 µM; 0.21% of 370,000 active;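 active = inhibition above a per-campaign cutoff: mean of compounds within control limits plus 3 SD, cut at about 15% in these data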;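 also: 0% = median of all compound wells on the plate and 100% = blocking peptide control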
ARFGAP1 inh: inhibitors of rat ARFGAP1 GAP activity, primary screen, biochemical, fluorescence polarization, GDP tracer. ADP-ribosylation factor GTPase-activating protein 1 (Rattus norvegicus), Q62848. Arfgap1-stimulated ARF1 GTP hydrolysis, GDP FP detection. inhibition, % at 16.5 µM. 0.26% of 360,000 active;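 active = inhibition above a per-plate limit, mean inhibition of low control wells plus 3 SD, cut at about 25% in these data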;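 also: 0% = DMSO wells with enzyme and 100% = wells lacking Arfgap1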
Target sequence (Q62848 1-136 limits assumed): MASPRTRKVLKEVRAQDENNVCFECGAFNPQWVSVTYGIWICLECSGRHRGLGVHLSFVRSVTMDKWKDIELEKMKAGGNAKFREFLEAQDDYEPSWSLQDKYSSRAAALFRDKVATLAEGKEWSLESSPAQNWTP
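Assay system: Rat Arfgap1 GAP domain (His6, aa 1-136), purified enzyme | Buffer or medium: HEPES 25 mM pH 7.5, NaCl 150 mM, MgCl2, DTT | Schedule: GTP hydrolysis reaction 2 h at 25 °C | Signal: FP of antibody-bound GDP Alexa 633 tracer, ex 620/em 688 nm | Measure: Percent inhibition of Arfgap1-stimulated GTP hydrolysis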
ADAM10 inh: human ADAM10 inhibitors, primary screen, biochemical, QFRET, HTS. recombinant ADAM10, EDANS/DABCYL FRET peptide cleavage, 3 h. AID 720582, 2013. inhibition, % at 7 µM. 0.62% of 370,000 active. Disintegrin and metalloproteinase domain-containing protein 10 (Homo sapiens), O14672;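 active = inhibition above a per-campaign cutoff equal to the mean of compounds falling between control-based bounds plus 3 SD, cut at about 20% in these data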;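 also: 0% = DMSO wells while the 100% control is not disclosed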
GAA850 FXN act: FXN promoter activators, primary screen, cell-based, luciferase luminescence, HEK293 lucGAA850 | HEK293 lucGAA850 FXN promoter luciferase reporter, 24 h; percent of 10 µM SAHA response | activation, % at 6 µM | 0.56% of 360,000 active;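 active = activation above the average of all compounds screened plus 3 SD, cutoff fixed separately per campaign, cut at about 7.5% in these data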;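 also: 0% = DMSO wells and 100% = 10 µM SAHA wells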
Numbers without * were called inactive; . = not tested or not shown. An unsorted share of the library (roughly 4.5% active in at least one column).

SMILES	ASAP1 GAP inh	NPR1 activator	sPLA2-III inh	KLK7 zymogen act	rCAG RNA binder	GC-B act	Tn6 DDE FP	ARFGAP1 inh	ADAM10 inh	GAA850 FXN act
COc1cc(C)c(Cl)c(C)c1S(=O)(=O)NCc1cccnc1	-5	2	-6	0.0	-1	-2	1	6	5	2.0
C=CCNC(=S)NNC(=O)COc1c(Cl)cc(Cl)cc1Cl	-1	-1	17	0.2	2	-3	1	-5	-2	3.1
Cc1ccc(-c2csc(N3C(=N)SCC3=O)n2)cc1	6	4	-6	-0.5	3	0	2	3	-3	.
O=C(NCc1cccnc1)c1ccc(S(=O)(=O)N2CCCCC2)cc1	6	1	7	0.1	-4	-2	8	5	-1	-0.8
COc1ccc(S(=O)(=O)CC2(O)CCN(C(=O)CC(C)C)CC2)cc1	15	0	2	0.0	-3	2	1	4	-2	-0.5
COc1ccc(CNC(=O)Cn2ncn3c(cc4ccccc43)c2=O)cc1	9	4	2	-0.1	6	-2	-4	9	-3	3.5
NS(=O)(=O)c1ccc(N/N=C/c2cn(-c3ccccc3)nc2-c2cccs2)cc1	13	-5	4	-1.7	36*	1	-6	14	-38	3.8
O=C(CCCCn1c(=O)c2ccccc2n(Cc2ccccc2)c1=O)NC1CCN(Cc2ccccc2)CC1	-1	-6	-21	0.4	-8	-2	2	5	-8	-3.4
CN(C)CCn1c(=O)n(Cc2ccco2)c(=O)c2c3c(sc21)CCCCC3	1	7	-12	0.7	-2	-3	-9	-16	-1	4.5
CCCCc1n(CC(=O)c2ccc(Cl)cc2)c2ccccc2[n+]1C	10	2	-4	0.0	2	8	-4	6	-6	-1.0
O=C(NCc1ccc2c(c1)OCO2)c1ccc(Cl)nc1	3	-4	3	0.3	1	-1	3	-3	0	-0.9
CCCCCCn1c(=O)n2n(c1=O)[C@@H]1CN(S(=O)(=O)c3ccc(C)cc3)C[C@]1(O)[C@@H](OC(=O)Nc1c(C)noc1C)C2	2	4	-18	1.2	2	4	-5	-7	9	-0.8
CCn1c2ccccc2c2cc(NC(=O)COC(=O)c3cccc(F)c3F)ccc21	.	0	1	-0.4	7	-10	-3	.	0	.
CCC(=O)N1c2ccc(S(=O)(=O)NCc3ccccc3)cc2CC1C (stereo not drawn)	-1	2	-10	-0.3	-5	2	1	-6	0	2.1
CCN(CC)CCCC1(CN)OCCc2ccccc21 (stereo not drawn)	-12	3	-5	0.2	2	0	-1	-6	6	-0.6
COc1ccc(CNC(=O)C2CCCN2S(=O)(=O)c2ccc(Cl)cc2)cc1 (stereo not drawn)	-2	-4	-7	-0.1	-6	-2	0	-8	-3	1.4
CN(CC1CCOCC1)C(=O)CC1C(=O)NCCN1C/C=C/c1ccccc1 (stereo not drawn)	-7	0	2	0.2	-2	4	-5	4	-8	0.7
Cc1cnc(-c2nnc(N(C)C(=O)C3CCCO3)s2)cn1 (stereo not drawn)	-1	0	3	74*	2	2	-7	14	-57	-0.4
Cc1cc(NC(=O)Cc2ccccc2)c2ccccc2n1	11	2	4	-0.1	-6	0	5	-3	6	-2.8
Cc1ccc(S(=O)(=O)c2cc3c(=O)n4ccccc4nc3n(C3CCCC3)c2=N)cc1	15	3	3	0.1	6	4	0	12	-63	3.8
COc1cc(C(O)P(=O)(OC(C)C)OC(C)C)cc(OC)c1OC (stereo not drawn)	-3	-2	5	0.3	0	-1	-6	0	-1	1.1
CCc1cc(SC#N)ccc1N	-5	7	12	0.0	3	0	2	13	-14	2.3
CCN(c1ccc(NC(=O)CCc2nc3sc4c(c3c(=O)[nH]2)CCCC4)cc1)C(C)C	-5	-5	-6	0.2	9	2	9	3	8	0.3
COC(=O)[C@H]1[C@@H](C)N(Cc2ccccc2)C(=O)N[C@H]1c1ccccc1	12	1	6	-0.1	18	0	-4	5	0	-0.7
O=S1(=O)C[C@@H](O)[C@@H](Nc2ccccc2)C1	3	3	-3	-0.3	3	3	4	-13	5	1.8
C=Cc1ccc(CN2CCCN(Cc3ccc(F)cc3)S2(=O)=O)cc1	-1	4	-10	-0.2	9	-1	2	-3	13	2.5
CC(=O)c1ccc(N2CCN(C(=O)C3(S(=O)(=O)c4ccc(Cl)cc4)CC3)CC2)cc1	6	-3	-6	1.0	-3	-4	-3	-3	-15	0.7
Cc1ccc(CNC(=O)CS(=O)(=O)Cc2nc(-c3ccccc3F)oc2C)cc1	1	2	-2	0.0	7	-9	1	10	-4	0.0
N#Cc1cc2ccccc2nc1SCc1cccnc1	-11	-1	-5	-1.3	-3	0	2	-7	7	0.6
COc1ccc(-c2csc3ncnc(Sc4nnnn4C)c23)cc1	5	2	3	-0.4	-2	-8	3	8	10	-3.9
CC12CCC(=O)C=C1C(O)CC1C2CCC2(C)C1CCC2(O)C(=O)CO (stereo not drawn)	-10	4	13	0.5	1	3	-11	7	-24	2.0
COc1ccc(NC(=O)CSc2nnc3ccc(-c4ccncc4)nn23)cc1OC	12	10	4	0.1	4	6	9	11	-9	-1.7
COc1ccc(/C=C2/C(=N)N3N=C(CC(=O)N4CCCC4)SC3=NC2=O)cc1	5	-2	-17	-0.3	16	-1	-7	14	-33	1.8
S=C(Nc1ccccc1Cl)N1CCCC(c2ccccc2)=N1	9	1	-8	0.8	2	-6	2	1	8	1.6
O=C(CN1C(=O)NC2(CCCC2)C1=O)OCc1ccccc1F	-9	3	5	0.6	2	9	0	-7	-12	2.6
O=C(CSc1nn(-c2ccccc2)c(=S)s1)Nn1cnnc1	3	-4	3	-0.1	5	8	-16	-4	6	-0.6
CC(C)CCNC(=O)c1ccc2c(SCC(=O)O)c3c(nc2c1)CCCC3	-3	-2	1	-0.7	1	1	-4	9	-14	-2.1
COc1ccc(CNC(=O)c2ccc(CS(=O)Cc3cccc(Cl)c3)o2)cc1 (stereo not drawn)	19	-1	2	-0.4	-5	3	-3	2	6	-0.1
Cc1ccc(NC(=O)c2ccc(OC(=O)COc3ccc(Cl)cc3C)cc2)cc1	17	4	-10	-0.4	2	2	1	9	-2	6.5
Nc1ccccc1Nc1cc(-c2ccccc2)nn1-c1ccccc1	1	25	16	-1.6	3	2	-1	19	-185	1.3

An excerpt from above, limited to sPLA2-III inh.
smiles	sPLA2-III inh
O=C(CN1C(=O)NC2(CCCC2)C1=O)OCc1ccccc1F	5
O=C(CSc1nn(-c2ccccc2)c(=S)s1)Nn1cnnc1	3
CC(C)CCNC(=O)c1ccc2c(SCC(=O)O)c3c(nc2c1)CCCC3	1

The list continues:
SMILES	ASAP1 GAP inh	NPR1 activator	sPLA2-III inh	KLK7 zymogen act	rCAG RNA binder	GC-B act	Tn6 DDE FP	ARFGAP1 inh	ADAM10 inh	GAA850 FXN act
N#CC(C#N)=Cc1ccc(OCC(=O)N2CCOCC2)cc1	0	1	-2	1.1	2	1	-1	13	0	0.7
CN1CC(=O)N/C1=N\C(=O)Nc1ccc(O)cc1	-2	2	-5	0.5	1	1	6	5	-2	1.1
CCc1sc(NC(=O)C(C)C)nc1-c1ccccc1	6	-3	9	0.8	-4	2	-4	11	-4	1.5
COc1ccc(-c2nc3ccc(Br)cn3c2Cc2ccc(C)cc2)cc1OC	-9	9	-7	0.3	40*	-1	-2	1	-15	.
Cn1c(NNC(=O)CCC2CCCCC2)cc(=O)n(C)c1=O	5	4	4	0.9	3	2	-7	-19	-15	0.9
CC1CCN(Cc2cc(=O)oc3ccc4ccccc4c23)CC1	-11	12	4	1.2	4	17	1	-5	-43	2.1
CCOc1ccc2nc3sc(C(=O)N4CCOCC4)c(N)c3cc2c1	-4	-10	-1	13*	7	4	5	11	-312	3.3
COC(=O)c1ccc(CNCC(O)COc2ccc(-c3ccccc3)cc2)cc1 (stereo not drawn)	6	-3	-10	-0.1	1	-2	7	8	-1	1.6
O=C(ONC(=O)C1C2C=CC(C2)C1C(=O)NOC(=O)c1ccccc1)c1ccccc1 (stereo not drawn)	-2	1	5	45*	3	3	-1	6	4	-1.5
Cc1ccc(SCc2cc(-c3ccc(Cl)cc3)on2)cc1	11	3	5	0.3	-2	3	4	6	1	2.1
CCn1nc(C)c(NC(=O)c2ccc(Cl)cc2)c1C	10	4	6	-0.6	-1	-4	-2	-6	6	1.4
CCCn1c2ccccc2c2nc3ccccc3nc21	-3	5	-4	-45	6	2	2	8	-29	6.2
CCOC(=S)SCC(=O)Nc1nc(C)c(C)s1	6	2	19*	0.5	1	5	4	13	-3	-0.2
O=C(CCc1ccccc1)Nc1ccccc1	-8	5	4	-0.5	-4	-1	-1	-7	-6	2.4
COc1ccc(-c2c(-c3ccccc3OC)sc3ccccc23)cc1OC	-7	-5	-10	-1.5	0	-4	-1	-7	-11	0.5
COc1cc(/C=C2\SC(=Nc3ccc(O)cc3)NC2=O)cc(OC)c1OC	-3	-3	-6	-0.3	0	10	-1	1	-3	.
Cc1nn(Cc2ccc(Cl)cc2)c(C)c1NC(=O)CSc1nc2c(c(C(F)(F)F)n1)CCc1ccccc1-2	-5	-15	4	0.4	2	-11	-5	11	-1	0.9
CN1CCN(S(=O)(=O)c2ccc(NC(=S)NC(=O)C3CC3)cc2)CC1	10	2	7	-0.3	0	2	6	-3	-9	1.6
Cc1nc2ccccn2c1C(=O)N/N=C/c1ccc(F)cc1	-11	0	-1	-0.4	0	5	2	4	1	1.4
CC1CCN(C(=O)COC(=O)CCC(=O)c2ccc(F)cc2)CC1	8	1	8	-0.5	1	-6	1	-10	3	0.7
Cc1ccc(C(=O)NCC(=O)NCc2ccc(Cl)cc2)s1	-4	0	1	-0.6	1	4	1	-5	-2	2.0
C/C(=N\NC(=O)c1n[nH]c2c1CCC2)c1ccco1	-12	1	5	0.7	1	0	-4	3	8	1.5
O=S(=O)(NCCSc1nc2ccccc2o1)c1ccccc1	2	3	-7	0.1	-1	2	-4	8	12	-0.5
CC(C)(C)c1ccc(-c2nnc(SCC(=O)NC3CCS(=O)(=O)C3)n2N)cc1 (stereo not drawn)	-3	-1	1	0.2	-3	-2	5	4	5	3.0
COc1ccc(C(=O)Nc2cc3c4c(c2)C(C)C(=O)N4CCC3)cc1OC (stereo not drawn)	5	-1	-4	-0.1	-1	-3	4	-5	0	1.6

Screening results from PubChem BioAssay.
